Compound activity as filed in PubChem.
HTT aggregate: inhibitors of mutant huntingtin aggregate formation in PC12 cells; PC12 HttQ103-GFP aggregates, Acumen cytometry, 40 h; Potency, µM (doses to about 46.1 µM), without a hit: top-dose activity change, negative = inhibition, hits mostly inhibitors; 1.1% of 220,000 active; AID 1688; also: % is scaled to controls: 0 for no effect and ±100 for the full control effect; nearly all actives have a fitted effect of over 60% in size
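Aggregate formation scored by laser-scanning cytometer (488 excitation, 500–530 emission) in lysed PC12 cells expressing Q103-GFP after 100 nM tebufenozide induction; library tested in dose series, with ATPLite reagent added in the multiplex.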
IMPase Li cell: IMPase inhibition in cells with lithium potentiation. CHO-M1 cells, IP1 TR-FRET (IP-One), carbachol + lithium. 0.35% of 210,000 active. AID 1457. Potency, µM (top dose mostly 59.4 µM), for the others: at the top dose activity, negative = IMPase inhibition, hits mostly inhibitors;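 also: IP1 builds up when IMPase is blocked and the TR-FRET signal falls; plate controls were basal vehicle for no effect and high inhibitor control for full effect; nearly all actives have a fitted effect of over 50% in size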
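IP1 accumulation measured by competitive TR-FRET in lysed CHO-M1 cells after 30 min compound exposure at 37C, with a small lithium addition to potentiate weak responses. Hill-equation AC50 from ratio and donor-channel data.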
GAA glycogen mod: inhibitors or activators of human alpha-glucosidase glycogen cleavage; recombinant GAA, glycogen substrate, Amplex Red glucose oxidase fluorescence; AID 2100; 0.38% of 300,000 active; Potency, µM (highest dose often 76.4 µM), for the others: top-dose activity change, negative = inhibition, hits mostly inhibitors; P10253;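 also: 0% = full enzyme reaction and -100% = no-enzyme basal signal; the screen sought inhibitors and activators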
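Recombinant enzyme (4 nM final) with compounds titrated up to 77 uM and bovine liver glycogen (30 ug) in citrate pH 5.0, 0.01% Tween-20, 37 C 40 min. Released glucose detected by Amplex Red/glucose oxidase (Ex 573/Em 610); AC50 from Hill fits.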
GoLoco inh red: blocks human Gai1 binding to RGS12 GoLoco peptide, red readout; P63096; Gai1:RGS12 GoLoco peptide FP, rhodamine, 10 min; Potency, µM (doses to about 61.6 µM), without a hit: at the highest dose activity, negative = inhibition, hits mostly inhibitors; 0.44% of 230,000 active; active = well fitted inhibition curve with a large enough effect, not every such curve was filed as active; inactive = no such curve, though single readings can be large or run the other way; also: % is scaled to controls: 0 for no effect and ±100 for the full control effect; nearly all actives have a fitted effect of over 30% in size; many of its hits are not listed in these tables
Target sequence (P63096 whole entry, looked up): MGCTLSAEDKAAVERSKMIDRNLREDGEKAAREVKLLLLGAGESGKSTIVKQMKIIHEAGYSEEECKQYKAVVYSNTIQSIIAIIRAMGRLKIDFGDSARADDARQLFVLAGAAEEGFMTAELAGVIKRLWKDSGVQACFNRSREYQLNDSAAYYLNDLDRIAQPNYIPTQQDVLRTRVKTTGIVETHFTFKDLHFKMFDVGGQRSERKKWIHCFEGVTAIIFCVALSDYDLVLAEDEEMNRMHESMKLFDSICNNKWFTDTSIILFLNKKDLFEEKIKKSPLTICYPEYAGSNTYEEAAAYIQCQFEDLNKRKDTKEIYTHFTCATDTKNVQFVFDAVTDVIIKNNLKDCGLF
HTT ATP protect: protects HTT-Q103 PC12 cells, measured by ATP. PC12 HTT-Q103 induced, cytoprotection, ATP luminescence, 40 h. AID 1471. Potency, µM (top dose mostly 56.4 µM), without a hit: cytoprotection (ATP increase), most hits filed as activators. 0.14% of 230,000 active;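 also: % of control where 0% means no effect; nearly all actives have a fitted effect of over 45% in size; toxic huntingtin expression switched on by the ecdysone agonist tebufenozide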
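ATP quantification (ATPlite) reports survival of PC12 cells in which tebufenozide, 100 nM final, switches on Htt exon 1 with 103 glutamines linked to GFP; compounds are titrated.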
aGlu spleen mod: inhibits or activates alpha-glucosidase in human spleen homogenate; Potency, µM (series often up to 79.9 µM), for inactives: at the top dose activity change, negative = inhibition, usual class: inhibitors; 0.006% of 240,000 active; AID 2112; human spleen homogenate, 4-MU-alpha-glucoside fluorescence;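 also: 0% = enzyme with vehicle and -100% = no enzyme basal signal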
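Enzyme source: human spleen homogenate, 1 ug/well. Buffer 50 mM citric acid/K phosphate pH 5.0, 0.01% Tween-20. 4-MU-alpha-glucoside 1 mM; 37 C x 40 min; NaOH/glycine stop; fluorescence.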
GAA inh: inhibitors of human lysosomal alpha-glucosidase; purified human GAA, 4-MU-alpha-glucoside fluorescence; Potency, µM (doses to about 76.9 µM), for inactives: at the top dose activity change, negative = inhibition, actives largely listed as inhibitors; 0.005% of 200,000 active;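 also: plate controls were uninhibited enzyme wells for no effect and no-enzyme background for full effect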
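Fluorescence at Ex 365/Em 440 nm from 4-methylumbelliferone reported enzyme activity after 20 min at room temperature. Reactions used 4 nM enzyme and 400 uM substrate at pH 5.0; curves fitted with the Hill equation.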
Starred values were filed as active, the others as inactive; ? = inconclusive; · = not tested or not shown; & = joins results of further samples; [ ] = another dose, or the depositor's remark. Unless noted, calls follow the shape of the dose curve; as a rule, active = well fitted curve in the direction sought with a large enough effect; inconclusive = small, poorly fitted or top-dose-only effect, or another doubt; inactive = no such curve, though single readings can be large; an effect the other way counts as inactive or inconclusive. Potency is read from the fitted curve at half-maximal effect.

SMILES	HTT aggregate	IMPase Li cell	GAA glycogen mod	GoLoco inh red	HTT ATP protect	aGlu spleen mod	GAA inh
O=C(Nc1nc2ccc([N+](=O)[O-])cc2s1)C1CCCO1 (configuration not stated)	-15%[9.22 µM]	-7%	5%	4%	-12%[10 µM]	-3%	-28%
Cc1onc(-c2ccccc2Cl)c1C(=O)Nc1nn[nH]n1	-6%	4%[38.3 µM]	-11%	0%	-3%	8%	0%
COc1ccccc1C(=O)n1nc(-c2ccc(Cl)cc2)nc1N	-6%	26%[38.3 µM]	-2%	1%	-11%	2%	3%
Cc1cc([N+](=O)[O-])ccc1NC(=O)C(C)[n+]1ccccc1 (configuration not stated)	0%	16%	6%	13%	-24%	-16%	-6%
CCCC(=O)c1cc2c(cc1NC(=O)CC)OCCO2	-5%	-4%	0%	6%	-15%	0%	-13%
Cc1cccc(NC(=S)N2CCCCC2)c1	-1%	-5%	10%	1%	4%[10 µM]	-4%	4%
O=C(Nc1cccc2nsnc12)c1cccnc1Cl	?	-6%	11%	6%	3%[10 µM]	-14%	2%
COc1ccc2nc(N3CCCC(C(=O)NCCCN4CCN(C)CC4)C3)sc2c1 (configuration not stated)	14%	6%[38.3 µM]	8%	3%	-53%[inhibitor]	7%	2%
NC(=O)c1ccccc1	22%	28%&14%&-1%	10%	10%&-12%&4%	0%	-12%&-2%&0%	-4%
CN1C(=O)c2ccc(C(=O)NCc3ccc4c(c3)OCO4)cc2C1=O	-14%	5%	9%	1%	8%[10 µM]	-3%	1%
COc1ccc(C(C(=O)NC2CCCCC2)N(C(=O)c2sc(C)nc2C)c2ccccc2)cc1 (configuration not stated)	5%	3%	3%	-4%	-7%[10 µM]	-16%	-1%
COc1ccccc1NC(=O)c1ccccc1NC(=O)c1cc(Cl)ccc1NC(=O)c1ccco1	-10%	?	16%	66%[activator]	-34%[inhibitor]	-3%	10%
COc1ccccc1CNc1ncnc2nc[nH]c12	-5%	7%	4%	-9%	-1%[10 µM]	-10%	7%
O=C(CSc1nc2c([nH]c3ccccc32)c(=O)n1-c1ccccc1)N1CCOCC1	-19%	20%[38.3 µM]	-2%	0%	-10%	-5%	-1%
COc1ccc2oc(=O)c(C(=O)Nc3ccccc3-c3ccccc3)cc2c1	-3%	14%[38.3 µM]	?	15%	3%	11%	-4%
Cc1ccc(-c2cc(C(=O)Nc3cc(C(=O)O)ccc3C)c3ccccc3n2)cc1	0%	-12%	1%	5%	-58%[inhibitor]	-9%	-4%
O=C(NCCc1cccs1)C1CC(c2c(Cl)cccc2Cl)=NO1 (configuration not stated)	?	-5%[38.3 µM]	-11%	-12%	-35%	-2%	-1%
CNS(=O)(=O)c1ccc2ccccc2c1	6%[9.22 µM]	·	20%	0%	13%[10 µM]	5%	·
Cc1ccccc1SC1CCN(Cc2nc(C3CC3)no2)CC1	-6%[9.22 µM]	-3%	5%	14%	-11%[10 µM]	-4%	?
CC(C)C[C@@H](N)C(=O)Nc1ccc2ccccc2c1	·	-15%	·	4%[14.2 µM]	-11%[10 µM]	·	·
Cn1c(=O)oc2cc(S(=O)(=O)N3CCCc4ccccc43)ccc21	-6%	16%[38.3 µM]	-13%	-8%	-102%[inhibitor]	-10%	-2%
CC(C)n1c(O)c(N=NC(=O)Cc2csc(N3CCOCC3)n2)c2ccccc21	3%	10%	-2%	11%	19%[10 µM]	6%	-2%
C=CCn1c(SCC(=O)NNC(=S)Nc2ccccc2)nnc1-c1ccccc1	-10%[9.22 µM]	·	2%	17%	7%[10 µM]	-2%	·
COc1cc(-c2cc(C(=O)Nc3ccc(O)cc3)c3ccccc3n2)cc(OC)c1OC	7%[9.22 µM]	·	-8%	0%	13%[10 µM]	-18%	·
CC(=O)Nc1cccc(C(=O)NC(C)c2ccc(S(N)(=O)=O)cc2)c1 (configuration not stated)	6%	12%[38.3 µM]	5%	15%	15%	-4%	1%

Some of these compounds in order of formula weight, low to high.
SMILES	HTT aggregate	IMPase Li cell	GAA glycogen mod	GoLoco inh red	HTT ATP protect	aGlu spleen mod	GAA inh
Cc1cccc(NC(=S)N2CCCCC2)c1	-1%	-5%	10%	1%	4%[10 µM]	-4%	4%
Cn1c(=O)oc2cc(S(=O)(=O)N3CCCc4ccccc43)ccc21	-6%	16%[38.3 µM]	-13%	-8%	-102%[inhibitor]	-10%	-2%
CC(C)n1c(O)c(N=NC(=O)Cc2csc(N3CCOCC3)n2)c2ccccc21	3%	10%	-2%	11%	19%[10 µM]	6%	-2%
COc1cc(-c2cc(C(=O)Nc3ccc(O)cc3)c3ccccc3n2)cc(OC)c1OC	7%[9.22 µM]	·	-8%	0%	13%[10 µM]	-18%	·

Next structures follow:
SMILES	HTT aggregate	IMPase Li cell	GAA glycogen mod	GoLoco inh red	HTT ATP protect	aGlu spleen mod	GAA inh
O=C(CSc1cccc[n+]1[O-])Nc1ccc([N+](=O)[O-])cc1Cl	-2%	5%	-14%	5%	4%[10 µM]	-2%	-8%
COc1ccccc1N1CCN(C(=O)c2ccc(S(=O)(=O)N3CCCCC3)cc2)CC1	-7%	31%[38.3 µM]	-2%	2%	-14%[0.074 µM]	-7%	-6%
O=[N+]([O-])c1ccc2nccn2c1	6%	-3%[38.3 µM]	1%	2%	9%	3%	-5%
Cc1[nH]c2ccccc2c1C(=O)NS(=O)(=O)Nc1ccc(Cl)cc1	6%	6%	-10%	5%	0%	·	-4%
Cc1nnc2n1CCCCC2	-25%[9.22 µM]	·	-4%	-1%	-9%[10 µM]	3%	·
COc1ccc(CCN(C)C(=O)CSc2nc3ncc(Cl)cc3[nH]2)cc1OC	0%	-1%	-10%	4%	1%	-1%	-2%
CC1(C)Cc2nc3sc(C(=O)NCCCO)c(N)c3cc2CO1	25%[9.22 µM]	·	2%	-15%	8%[10 µM]	-5%	·
COc1ccc(Oc2nccc(-c3ccc(Cl)cc3)n2)cc1	-13%	10%	-1%	1%	-10%[10 µM]	-6%	1%
Cc1nn(C)c(C)c1/C=C(/C(=O)C(C)C)n1cncn1	27%[9.22 µM]	·	-1%	9%	14%[10 µM]	-2%	·
O=C(CCc1ccccc1)Nc1cc(NC(=O)CCc2ccccc2)cc(C(=O)O)c1	17%	16%	-4%	4%	9%[10 µM]	4%	-5%
O=C(Cc1ccc(Cl)cc1Cl)Nc1cccc(S(=O)(=O)Nc2ccccc2F)c1	7%	13%	8%	-8%	21%[10 µM]	6%	0%
Cc1c(OCc2ccc([N+](=O)[O-])cc2)ccc2c3c(c(=O)oc12)CCC3	-17%	3%	9%	2%	-11%[10 µM]	-5%	-2%
COC(=O)[C@@]1(Cc2ccc(F)cc2)[C@H]2c3cc(C(=O)N(C)C)n(C[C@H](O)CO)c3C[C@H]2CN1C(=O)c1ccccc1	3%	1%	7%	5%	·	0%	?
COc1ccc(N2CCN(C(=O)COc3ccc(Cl)cc3Cl)CC2)cc1	?	7%[38.3 µM]	24%	-6%	6%[10 µM]	-4%	-11%
NC[C@@H]1O[C@H](O[C@H]2[C@H](O)[C@H](O[C@@H]3O[C@H](CO)[C@@H](O)[C@H](N)[C@@H]3O)[C@@H](N)C[C@H]2N)[C@@H](O)[C@H](O)[C@@H]1O	-4%[20.6 µM]	-2%	·	8%[21.6 µM]	7%[40.3 µM]	-4%[29.1 µM]	·
N#Cc1c(NC(=O)CCC(=O)O)ccc2ccccc12	·	10%	·	-3%[14.2 µM]	0%[10 µM]	·	·
CCOc1ccccc1/C=C(/NC(=O)c1ccccc1)C(=O)N(CC)CC	11%	-5%	15%	-13%	-8%[10 µM]	-2%	-10%
O=C1C(Oc2ccc(Cl)cc2)C(c2ccc3c(c2)OCO3)N1CC1CCCO1 (configuration not stated)	1%[9.22 µM]	29%	14%	7%	-46%[inhibitor][10 µM]	18%	11%
O=C(NNC(=O)c1cccs1)c1ccncc1	-8%	0%	-3%	1%	-26%	0%	-2%

Looked up one by one from the list above:
SMILES	HTT aggregate	IMPase Li cell	GAA glycogen mod	GoLoco inh red	HTT ATP protect	aGlu spleen mod	GAA inh
CCOc1ccccc1/C=C(/NC(=O)c1ccccc1)C(=O)N(CC)CC	11%	-5%	15%	-13%	-8%[10 µM]	-2%	-10%
Cc1nnc2n1CCCCC2	-25%[9.22 µM]	·	-4%	-1%	-9%[10 µM]	3%	·
COc1ccccc1NC(=O)c1ccccc1NC(=O)c1cc(Cl)ccc1NC(=O)c1ccco1	-10%	?	16%	66%[activator]	-34%[inhibitor]	-3%	10%
COc1ccc(Oc2nccc(-c3ccc(Cl)cc3)n2)cc1	-13%	10%	-1%	1%	-10%[10 µM]	-6%	1%
Cc1ccccc1SC1CCN(Cc2nc(C3CC3)no2)CC1	-6%[9.22 µM]	-3%	5%	14%	-11%[10 µM]	-4%	?

An excerpt; count on the stated rates, not on these rows.
